Bioassay records deposited in PubChem BioAssay by several laboratories.
PPARg SRC3 recr: PPARgamma-driven SRC-3 recruitment agonism | P37231 | biochemical PPARgamma/SRC-3 coactivator recruitment assay | activation, % at 8 µM | 200,000 tested, 0.26% active; in the data active = activation above about 23%;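 also: 0% = DMSO and 100% = reference agonist; some compounds past the cut are filed as inactive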
bIAP activator: intestinal alkaline phosphatase (bovine) activation; purified bovine IAP, CDP-star luminescence, 30 min; stronger effect = higher value; fold of DMSO-control signal, blank-subtracted; activation factor at 20 µM; 200,000 tested, 0.17% active;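 active = activation factor of 2 or more at 20 µM, a signal rise over negative controls twice the positive control's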
ROMK primary: modulates human ROMK potassium channel activity. P48048. 130,000 tested, 2% active. Tet-inducible ROMK, thallium flux fluorescence; actives lie on both sides. B-score at 10 µM;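 active = signal ratio slope over the read window, or its plate-corrected B-score, at least 3 SD from the plate mean, either direction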;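 also: B-score of the F/F0 ratio slope over 7 to 12 s after thallium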
Target sequence (P48048 whole entry, looked up): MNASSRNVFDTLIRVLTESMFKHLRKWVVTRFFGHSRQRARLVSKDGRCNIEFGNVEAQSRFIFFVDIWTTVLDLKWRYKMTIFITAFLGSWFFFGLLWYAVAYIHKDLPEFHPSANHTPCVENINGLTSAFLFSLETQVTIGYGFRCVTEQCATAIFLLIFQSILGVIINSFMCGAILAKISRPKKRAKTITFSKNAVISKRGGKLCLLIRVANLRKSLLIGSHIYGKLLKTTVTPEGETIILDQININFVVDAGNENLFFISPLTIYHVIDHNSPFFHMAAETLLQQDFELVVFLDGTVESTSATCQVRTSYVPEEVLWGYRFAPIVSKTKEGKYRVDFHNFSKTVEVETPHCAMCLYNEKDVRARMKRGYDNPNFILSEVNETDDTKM
Lmaj promast: reduces viability of Leishmania major promastigotes | inhibition, % at 10 µM | 200,000 tested, 9% active | resazurin fluorescence viability; in the data active = inhibition above about 50%;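 also: promastigotes grown with compound for 44 hours at 28 °C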
bIAP inhibitor: blocks bovine intestinal alkaline phosphatase activity; inhibition, % at 20 µM; 190,000 tested, under 10 active; purified bovine IAP, CDP-star luminescence, 30 min;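 active = over 50% inhibition of intestinal alkaline phosphatase at 20 µM in the single-dose screen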
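System: Purified bovine intestinal alkaline phosphatase (IAP) enzyme | Input: IAP diluted 1/65,000,000 in the well | Also added: CDP-star chemiluminescent phosphatase substrate, 30 µM final | Dosing: 20 µM single dose | Times: Enzyme reaction for 30 min at room temperature | Detection: Luminescence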
TLR4 MyD88 comp: inhibitors of human TLR4-MyD88 binding. O00206+Q99836. HeLa CL3-4 TLR4/MyD88 BLA complementation, FRET ratio. inhibition, % at 8.4 µM. 200,000 tested, 0.18% active; in the data active = inhibition above about 25%;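 also: 0% = vehicle and 100% = reference inhibitor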
S1P3 antagonist: S1P3 (human) receptor antagonism; Q99500; CHO S1P3 NFAT-BLA reporter, FRET fluorescence, antagonist mode; inhibition, % at 4.98 µM; 170,000 tested, 0.27% active; AID 485;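 active = inhibition above the plate cutoff, the mean inhibition of test wells on that plate plus 3 SD, cut at about 28% in these data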;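 also: cells challenged with S1P at its EC80 of 0.8 µM; blue over green emission ratio from cleaved BLA substrate after 4 h stimulation; 0% = S1P-stimulated wells and 100% = unstimulated DMSO-only wells; some compounds past the cut are filed as inactive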
Target sequence (Q99500 whole entry, looked up): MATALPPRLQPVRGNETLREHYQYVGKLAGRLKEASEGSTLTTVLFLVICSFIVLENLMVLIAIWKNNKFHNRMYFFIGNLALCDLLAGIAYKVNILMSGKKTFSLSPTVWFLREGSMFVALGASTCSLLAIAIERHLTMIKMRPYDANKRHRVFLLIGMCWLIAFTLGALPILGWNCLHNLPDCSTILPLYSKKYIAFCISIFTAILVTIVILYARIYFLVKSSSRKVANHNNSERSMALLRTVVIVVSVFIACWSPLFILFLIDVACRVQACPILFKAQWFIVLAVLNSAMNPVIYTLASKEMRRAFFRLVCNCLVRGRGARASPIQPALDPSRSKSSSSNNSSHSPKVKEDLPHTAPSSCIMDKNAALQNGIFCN
Redox H2O2 prof: compounds producing H2O2 with reducing agent – biochemical, NIH compound library profiling, artefact control for MLSCN library redox annotation, primary screen; activation, % at 10 µM; DTT-dependent redox cycling H2O2, phenol red/HRP absorbance; 100% = 100 µM peroxide control, 0% = buffer; 200,000 tested, 0.03% active; AID 878;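 active = activation of at least 50% relative to the plate's high and low controls in the primary single-dose screen; inactive = activation below 50%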;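 also: compound incubated with DTT at 0.8 mM final as the reducing agent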
TR-FRET SRC-2 ct: TR-FRET artefact, counter-screen to PPARgamma/SRC-2 agonist assay; stronger effect = higher value; TR-FRET ratio at 8 µM; 200,000 tested, 0.4% active; in the data active = TR-FRET ratio above about 2000; also: inactives centre near 1500; reference of the scale not given here
PPARg SRC1 recr: agonists of human PPARgamma SRC-1 coactivator recruitment; P37231; PPARgamma-SRC-1 coactivator recruitment biochemical assay; activation, % at 8 µM; 200,000 tested, 0.41% active; AID 631; in the data active = activation above about 19%;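 also: 0% = DMSO and 100% = reference agonist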
PPARg SRC2 recr: agonists of SRC-2 recruitment by human PPARgamma; P37231; PPARgamma LBD-SRC-2 recruitment, biochemical; activation, % at 8 µM; 200,000 tested, 0.34% active; AID 1032; in the data active = activation above about 22%;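 also: 0% = vehicle and 100% = reference agonist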
Starred values were filed as active, the others as inactive; · = not tested or not shown.

SMILES	PPARg SRC3 recr	bIAP activator	ROMK primary	Lmaj promast	bIAP inhibitor	TLR4 MyD88 comp	S1P3 antagonist	Redox H2O2 prof	TR-FRET SRC-2 ct	PPARg SRC1 recr	PPARg SRC2 recr
COCCn1c(=NC(=O)c2ccc(S(=O)(=O)N3CCCc4ccccc43)cc2)sc2cc(S(C)(=O)=O)ccc21	3	1.1	0.005	100*	-6	-2	4	0.3	1686	-2	9
COC(=O)c1c(NC(=O)CSc2nnnn2-c2ccccc2)sc2c1CCC(C)C2 (stereo not given)	8	0.8	·	-5	18	0	·	1.2	1568	9	-4
O=c1c2cc(NC(=S)NC3CCCC3)ccc2nc2n1CCCCC2	6	1.1	-0.34	22	-6	0	11	0.4	1524	15	3
CC(C)Oc1ccc(CSC(=N)N)cc1	-2	0.4	·	-9	·	1	·	4.7	1632	5	1
O=C(Cn1ncc(Cl)c(Cl)c1=O)N1CCc2ccccc21	6	1.4	-3.3*	87*	-39	27*	-16	-1.2	1644	2	1
Cc1nnc(NC(=O)c2ccc(Br)cc2)s1	-5	1.1	-0.13	-3	-6	-15	·	-0.2	1574	-5	6
Cc1ccsc1/C=N/NC(=O)CC(=O)NCC(C)C	0	1.1	-0.014	-9	-7	6	1	-0.3	1442	-10	2
CCOC(=O)c1ccccc1N/C=C/C(=O)c1cccs1	2	1	·	3	-2	3	14	-0.1	1474	3	-3
Cc1cccc(N2CCN(Cc3nc(CC4CC4)no3)CC2)n1	0	0.9	-0.064	-3	8	0	0	-0.1	1316	-3	-1
O=C(COC(=O)c1ccc2ccccc2n1)c1ccc(F)cc1	0	1	·	-6	-5	21	-3	-0.2	1444	2	2
CCc1ccccc1NC(=O)CCc1nc(-c2cccs2)no1	7	0.9	-0.96	-1	6	13	-11	-0.1	1675	13	5
Cc1ccnn1CC(=O)N/N=C/c1ccco1	1	1	·	-8	4	8	·	1.7	1519	2	-3
CCOC(=O)C1CCN(C(=S)Nc2ccc(Cl)cc2C)CC1	0	1	0.17	0	-5	-3	-2	-0.2	1487	-6	9
CCCOc1ccc2[nH]cc(C(=O)O)c(=O)c2c1	-11	0.9	0.68	4	13	6	19	1.9	1365	5	3
Cc1cc(C)c2c(=O)[nH]c(SCC(=O)Nc3ccc(N(C)C)cc3)nc2n1	-7	1.1	·	-4	-10	5	·	3.4	1472	-5	0
CCc1ccc(C2=C/C(=C/c3cccnc3)C(=O)O2)cc1	4	0.7	·	30	25	-11	-3	-0.4	1564	5	1
O=C(Nc1cccc(S(=O)(=O)NCc2ccco2)c1)c1cc(-c2ccccc2)nc2ccccc12	4	0.6	-0.43	20	40	-5	-6	0.2	1616	5	-2
Cc1nn2c(CN(C(=O)c3ccco3)c3ccccc3)nnc2c2ccccc12	5	·	·	11	·	-3	-15	-2.9	1683	4	8
CC1=NN(c2ccc(S(=O)(=O)O)cc2Cl)C(=O)C1	1	0.9	0.36	8	5	-6	-3	-0.2	1743	3	5
O=c1c2cc(NC(=S)N3CCCCCC3)ccc2nc2n1CCCCC2	5	1	0.14	-10	-3	0	0	-2.4	1602	5	0
COc1ccc(OC)c(NC(=O)c2sc3nc(Cc4ccccc4)cc(C(F)(F)F)c3c2N)c1	-7	0.8	-4.2*	-2	16	-3	·	0.5	1527	0	-2
Cc1ccc(C(=O)NC(=S)NCCCN2CCOCC2)cc1	5	1	0.054	65*	3	7	4	-1.6	1535	-2	1
O=C1CCC/C(=N\NC(=O)c2ccc(NS(=O)(=O)c3ccc(Br)cc3)cc2)C1	2	1	0.67	-7	4	-3	-4	0.3	1483	-10	-1
COc1ccc(C(=O)Oc2cc(/C=N/NC(N)=S)ccc2OC)cc1	4	0.9	-0.023	43	12	-3	·	-3.8	1632	1	18
CCOC(=O)n1c(SCC(N)=O)nc2ccccc21	-11	1.1	·	0	-7	15	·	1.4	1509	-5	-9
Cc1cc(Cl)ccc1NC(=O)C1CCCN1C(=O)c1cccs1 (stereo not given)	2	1	·	-4	-2	-9	-4	-0.3	1640	2	10
CSc1ccc(/C=C(\C#N)C(=O)NC2CCCCC2)cc1	6	0.8	-2.5*	-1	21	3	-7	-0.1	1307	0	-2
O=c1c2ccc(Cl)cc2[nH]c(=S)n1CCC1=CCCCC1	2	1.2	-0.31	5	-24	1	-8	-0.4	1610	-5	7
CCN1CCN(C(=O)c2nn(-c3ccc(C)cc3)c(=O)c3c2c2ccccc2n3C)CC1	-3	0.9	0.051	-3	8	-9	1	-0.4	1494	-9	-5
COc1ccccc1NC(=S)N1CCN(c2ccccn2)CC1	-2	1	-0.19	-4	1	-10	-7	0.6	1501	-3	5
CC(=O)NCCN1C(=O)S/C(=C\c2cccs2)C1=O	1	1.1	·	-3	-14	5	-3	-0.2	1644	5	2
CCN(CC)C(=O)CN(c1cc(Cl)ccc1OC)S(C)(=O)=O	-10	1	·	-7	2	7	-2	0.0	1431	2	4
N/C(=N\OC(=O)c1ccc(Cl)cc1Cl)c1ccccn1	6	1	1.4	4	-2	-24	-2	-0.1	1585	4	3
N#C/C(=C\c1ccc(-c2ccc(S(=O)(=O)N3CCOCC3)cc2)o1)C(=O)NC1CC1	1	1	-0.3	11	-3	-7	-2	-0.4	1707	8	6
CN(C)c1ccc(C(=O)Nc2nnc(C3=COCCO3)o2)cc1	-2	1	-0.2	46	-4	11	-5	0.0	1411	8	-2
CNc1ccc(Br)cc(C(=O)/C=C/c2ccc(OC)cc2)c1=O	0	0.9	0.34	18	8	9	-3	0.0	1526	0	1
COC(=O)c1cc2ccsc2n1Cc1nc(-c2ccc(OC)cc2)oc1C	11	0.9	-0.25	100*	11	1	-1	0.8	1486	2	9
C=CCn1c(=O)c2ccc(C(=O)NCc3ccccc3)cc2n(Cc2ccc(Cl)cc2)c1=O	2	0.9	·	-2	5	-6	-2	0.9	1465	-4	10
CN(C)c1ccc(/C=N/NC(=S)NCc2ccco2)cc1	7	1.2	0.61	-1	-16	-1	1	-0.7	1817	18	16
COc1cccc(NC(=O)COc2ccccc2C(N)=O)c1	-1	1	-0.39	-1	0	-11	0	0.9	1416	-2	5
O=c1c(C(c2ccc(O)cc2)c2c(O)nc3n(c2=O)CCS3)c(O)nc2n1CCS2	-3	1	·	2	-3	-9	·	-3.6	1316	-2	8
CCOC(=O)c1[nH]c2ccc(OC)cc2c1NC(=O)CN1CCC2(CC1)OCCO2	-4	1.1	·	-5	-7	-11	-16	0.5	1543	7	8
CCOC(=O)C1=C(C)C2C3C(=O)N(c4ccccc4C)C(=O)C3C1(C)C1C(=O)N(c3ccccc3C)C(=O)C21 (stereo not given)	-2	1	-0.23	56*	1	-2	3	0.1	1508	5	1
Cc1cc(-c2nc3ccccc3o2)c2ccccc2n1	4	0.9	-0.042	1	8	12	-5	1.9	1529	6	-3
Cc1ccc(C(=O)Cn2c(N3CCOCC3)nc3c2c(=O)n(C)c(=O)n3C)cc1	10	1	0.65	1	4	-3	18	-3.4	1669	6	6
CC(=O)C1=NOC(CNC(=O)c2c(-c3ccccc3Cl)noc2C)C1 (stereo not given)	-6	1	·	-3	-4	-2	·	-3.7	1539	0	2
c1ccc2c(CN3CCOCC3)c3ccccc3c(CN3CCOCC3)c2c1	2	1.1	·	15	-10	7	·	1.7	1356	-2	3
COc1cccc(C2c3c(oc4ccccc4c3=O)C(=O)N2CCCN(C)C)c1OC (stereo not given)	1	1.1	-1	5	-13	-2	-3	-5.4	1416	-4	-4

Already shown: entries from further up.
SMILES	PPARg SRC3 recr	bIAP activator	ROMK primary	Lmaj promast	bIAP inhibitor	TLR4 MyD88 comp	S1P3 antagonist	Redox H2O2 prof	TR-FRET SRC-2 ct	PPARg SRC1 recr	PPARg SRC2 recr
c1ccc2c(CN3CCOCC3)c3ccccc3c(CN3CCOCC3)c2c1	2	1.1	·	15	-10	7	·	1.7	1356	-2	3
COc1cccc(C2c3c(oc4ccccc4c3=O)C(=O)N2CCCN(C)C)c1OC (stereo not given)	1	1.1	-1	5	-13	-2	-3	-5.4	1416	-4	-4

(cont.)
SMILES	PPARg SRC3 recr	bIAP activator	ROMK primary	Lmaj promast	bIAP inhibitor	TLR4 MyD88 comp	S1P3 antagonist	Redox H2O2 prof	TR-FRET SRC-2 ct	PPARg SRC1 recr	PPARg SRC2 recr
O=C(CCNS(=O)(=O)c1ccc2c(c1)CCC(=O)N2)NCc1cccnc1	-3	0.9	-0.24	-5	9	4	-1	-0.9	1608	-2	1
COc1ccc(OC)c(CCNC(=O)c2ccc(CS(=O)(=O)c3ccc(Br)cc3)o2)c1	-1	0.9	-0.21	13	9	18	12	0.9	1506	-1	5
Cn1c(Cn2c(=O)sc3ccccc32)nnc1SCC(=O)Nc1ccc2c(c1)OCO2	5	·	·	-2	·	-4	-1	-1.1	1726	1	6
CCN(CC)S(=O)(=O)c1cccc(C(=O)Nc2ccc(C#N)cc2)c1	0	0.8	-1.9	5	22	-1	-5	0.2	1625	0	-1
COc1ccc(CC(C(=O)Nc2cccc(F)c2)c2nn[nH]n2)c(OC)c1 (stereo not given)	9	0.9	0.12	0	8	1	0	0.1	1441	3	6
Nn1c(-c2ccccc2Cl)nnc1-c1ccccc1Cl	6	2.6*	0.18	76*	-157	-2	·	0.1	1566	5	5
CCN1CCN(C(=O)C(=O)c2c(C)[nH]c3ccccc23)CC1	4	1	0.18	-5	2	0	-1	-1.7	1571	5	2
CCN1CCN(C(=O)c2cc3cc([N+](=O)[O-])ccc3oc2=O)CC1	1	0.9	-1.6	-9	15	-5	-16	-0.3	1574	4	4
Fc1ccc(-c2cc3nc(-c4ccccc4)cc(N4CCN(CCN5CCOCC5)CC4)n3n2)cc1	5	1	·	77*	-4	13	3	1.2	1499	5	-1
O=C(Oc1ccccc1O)c1cccc2ccccc12	-9	1	1.1	-2	-3	-16	-12	-0.9	1451	-8	-7
CN(C)S(=O)(=O)c1ccc(/C(O)=C2/C(=O)C(=O)N(Cc3cccnc3)C2c2ccncc2)cc1 (stereo not given)	9	1	0.42	-4	4	-7	·	-0.9	1522	12	3
CCOc1ccc(N(CC(=O)NC2CCCCC2)C(=O)CNC(=O)c2ccco2)cc1	2	·	-0.36	-4	·	-2	·	1.3	1525	-1	-11
CCC1Oc2ccc(C)cc2N(CC(=O)NCCN2C(C)CCCC2C)C1=O (stereo not given)	-5	1.1	-0.068	2	-10	-10	-8	-0.5	1443	-5	-7
CC/C(=C\C1CCCCC1)C(NP(=O)(c1ccccc1)c1ccccc1)c1ccccc1 (stereo not given)	-2	0.6	-0.88	21	38	1	-9	1.7	1513	4	2
O=C(O)CCCC(=O)Nc1ccc(Br)cc1	-7	0.9	0.032	-5	8	-10	·	-0.1	1419	3	3
CCOC(=O)c1[nH]c(C)c(C(=O)NCc2ccccn2)c1C	-3	1	·	-4	5	-9	-15	0.1	1612	3	2
CC(C)n1cc(/C=C(\C#N)S(=O)(=O)c2ccccc2)c2ccccc21	-11	0.9	-0.26	-1	6	-4	1	1.2	1584	5	4
O=C(NCc1ccc2c(c1)OCO2)c1ccc(Cl)nc1	1	1.1	0.77	-3	-10	4	1	-1.5	1665	2	0
COC(=O)c1sccc1N/N=C(\C)c1ccc(F)c(Cl)c1	-3	0.9	0.61	-4	14	6	·	0.4	1596	2	6
Nc1nnc(CC(=O)N2CCCCC2)s1	-6	1	-0.039	-1	4	1	2	-2.7	1664	8	3
